# Anesthetic bind – qHTS Assay for Identification of Novel General Anesthetics | Ferritin light chain (Equus caballus), P02791 | apoferritin/1-aminoanthracene competitive binding, fluorescence | Potency, µM (doses to about 77.5 µM), for inactives: at the highest dose activity change, negative = displacement, usual class: inhibitors | hit rate 0.074% among 350,000 | AID 485281, 2010; note: potency is the fitted concentration of half-maximal effect; % is set by controls: 0 for no effect and ±100 for the full control effect; nearly all actives have a fitted effect of over 20% in size
# Target sequence (P02791 2-175 limits assumed): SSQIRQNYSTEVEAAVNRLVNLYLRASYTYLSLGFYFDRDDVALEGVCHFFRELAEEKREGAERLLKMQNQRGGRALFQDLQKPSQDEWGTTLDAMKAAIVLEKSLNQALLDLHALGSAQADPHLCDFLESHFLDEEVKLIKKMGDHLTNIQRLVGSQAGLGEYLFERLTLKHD
#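 In PBS, apoferritin at 10 uM is loaded with 1-AMA from a 50% saturated solution. After 10 min of compound exposure at ambient temperature, reduced 535 nm fluorescence indicates probe displacement.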
# TRHR enhancer – qHTS for Small Molecule Agonists and Allosteric Enhancers of Human TRH Receptor: Primary Screen for Enhancers. Thyrotropin-releasing hormone receptor (Homo sapiens), P34981. TRHR cells, fluo-8 calcium fluorescence, EC20 TRH enhancement. enhancement, % at 2 µM. hit rate 0.66% among 360,000. AID 493056, 2011; in the data active = enhancement above about 30%; note: 0% is about no effect
# Target sequence (P34981 whole entry, looked up): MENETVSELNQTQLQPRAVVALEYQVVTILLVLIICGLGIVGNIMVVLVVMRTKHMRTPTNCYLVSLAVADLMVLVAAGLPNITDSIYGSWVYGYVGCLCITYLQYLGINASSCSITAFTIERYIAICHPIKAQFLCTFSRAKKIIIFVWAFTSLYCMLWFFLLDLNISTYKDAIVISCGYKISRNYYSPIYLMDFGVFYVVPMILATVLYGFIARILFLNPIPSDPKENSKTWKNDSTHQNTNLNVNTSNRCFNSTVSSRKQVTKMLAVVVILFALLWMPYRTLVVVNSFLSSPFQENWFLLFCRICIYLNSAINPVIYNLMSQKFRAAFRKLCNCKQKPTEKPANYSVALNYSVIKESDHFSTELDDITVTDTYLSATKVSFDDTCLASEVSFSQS
#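 Enhancer read-out: after compound pinning and an initial kinetic agonist-mode read, an EC20 of TRH (10 nM final) was injected and fluo-8 calcium signal (Ex 480/Em 530) followed at 1 s/cycle for 100 cycles in TRHR-expressing cells.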
# D1 PAM – Potentiators of Human D1 Dopamine Receptor: qHTS; D(1A) dopamine receptor (Homo sapiens), P21728; HEK293 TREx D1 cells, calcium flux, dopamine EC20 potentiation; potentiation, % at 10 µM; hit rate 0.036% among 360,000; AID 504651, 2011; in the data active = potentiation above about 30%; note: 0% is about no effect
# Target sequence (P21728 whole entry, looked up): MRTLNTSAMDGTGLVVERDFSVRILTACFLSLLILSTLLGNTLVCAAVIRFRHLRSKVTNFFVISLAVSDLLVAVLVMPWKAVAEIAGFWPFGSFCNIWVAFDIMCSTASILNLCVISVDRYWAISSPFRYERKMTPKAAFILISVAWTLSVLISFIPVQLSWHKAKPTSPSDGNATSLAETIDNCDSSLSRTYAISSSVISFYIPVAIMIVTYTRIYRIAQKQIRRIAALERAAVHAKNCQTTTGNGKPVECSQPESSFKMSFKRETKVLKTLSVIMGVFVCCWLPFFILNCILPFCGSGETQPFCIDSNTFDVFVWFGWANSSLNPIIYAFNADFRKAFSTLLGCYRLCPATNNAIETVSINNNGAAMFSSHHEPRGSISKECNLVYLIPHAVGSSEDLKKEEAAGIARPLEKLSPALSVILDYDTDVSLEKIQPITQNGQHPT
# D1 ag – Allosteric Agonists of the Human D1 Dopamine Receptor: qHTS. HEK293 T-REx D1 cells, calcium flux, agonist mode. activation, % at 2 µM. hit rate 1% among 360,000; in the data active = activation above about 30%; note: 0% is about no effect
#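 Agonism was scored from calcium flux recorded over 180 s (1 read/s) after pintool compound addition, following a 10-cycle baseline. Cells were inducible force-coupled HEK293 TREx D1, plated overnight at 30 C and loaded with no-wash calcium dye.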
# RXFP1 antag – qHTS Assay for Antagonists of the Relaxin Receptor RXFP1; Relaxin receptor 1 (Homo sapiens), Q9HBX9; HEK293-RXFP1, relaxin-stimulated cAMP HTRF, 30 min; hits give low values; activity change, negative = inhibition, % at 57.5 µM; hit rate 0.59% among 350,000; AID 1259400, 2018;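 active = activity change of -60% or lower, but not beyond a set lower limit; inconclusive = change between -60% and -40%, or beyond the set limit; inactive = change above -40%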; note: % is set by controls: 0 for no effect and ±100 for the full control effect
# D1 antag – Antagonist of Human D 1 Dopamine Receptor: qHTS; AID 504652, 2011; activity change, negative = inhibition, % at 10 µM; D(1A) dopamine receptor (Homo sapiens), P21728; HEK293 TREx D1 cells, calcium flux, dopamine EC80; hits give low values; hit rate 3.2% among 360,000; in the data active = activity change below about -30%; note: % is set by controls: 0 for no effect and ±100 for the full control effect
#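 Inducible Hek293 Trex D1 cells (tetracycline, overnight, 30 C). Calcium dye 30–90 min RT. Antagonist mode: EC80 dopamine added after 180 s compound read.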
# D2 PAM – HTS Assay for Positive Allosteric Modulators of the Human D2 Dopamine Receptor: Primary Screen for Potentiators. D(2) dopamine receptor (Homo sapiens), P14416. HEK293 T-REx D2, calcium flux, EC20 dopamine potentiation. potentiation, % at 10 µM. hit rate 0.34% among 340,000. AID 485347, 2010;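 active = potentiation over 3 SD above the plate norm, cut at about 30% in these data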; note: 0% is about no effect
#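 Calcium flux readout, no-wash dye, 1 read/s. Inducible HEK293 Trex D2 line, overnight 30 C. Compound alone 180 s (agonist flags), then EC20 dopamine, another 180 s to score potentiation.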
# TRHR ag – qHTS for Small Molecule Agonists and Allosteric Enhancers of Human TRH Receptor: Primary Screen for Agonists; TRHR cells, calcium flux fluo-8, FDSS agonist mode; activation, % at 2 µM; hit rate 0.18% among 360,000; AID 493084, 2011; in the data active = activation above about 30%; note: 0% is about no effect
#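 In this calcium-flux screen, cells bearing human TRHR are dye-loaded with fluo-8, baselined for 10 cycles, then exposed to library compounds; positive kinetic calcium responses during the agonist phase mark hits, with TRH as control.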
# RXFP1 ag – qHTS Assay for Agonists of the Relaxin Receptor RXFP1; Relaxin receptor 1 (Homo sapiens), Q9HBX9; HEK293T-RXFP1 cAMP TR-FRET, 30 min; response scale: percent of porcine relaxin response, buffer zero; Potency, µM (series often up to 57.5 µM), for the others: at the top dose activation, usual class: activators; hit rate 0.3% among 370,000; AID 2676, 2010; note: potency is the fitted concentration of half-maximal effect; % is set by controls: 0 for no effect and ±100 for the full control effect; nearly all actives have a fitted effect of over 60% in size; many of its hits are not listed in these tables
#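 Agonist response is measured as cAMP accumulation in an RXFP1-transfected HEK293T line under PDE4 inhibition. Values are scaled between buffer-only and 29 nM porcine relaxin, and EC50s come from standard Hill equation fits.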
# An asterisk follows results filed as active; ? = inconclusive; . = not tested or not shown; & = joins results of further samples; [ ] = remark or other dose. Unless noted, calls come from the whole dose curve; as a rule, active = well fitted curve in the direction sought with a large enough effect; inconclusive = small, poorly fitted or top-dose-only effect, or another doubt; inactive = no such curve, though single readings can be large; an effect the other way counts as inactive or inconclusive. An excerpt; count on the stated rates, not on these rows.
# Every second line gives: Anesthetic bind, TRHR enhancer, D1 PAM, D1 ag, RXFP1 antag, D1 antag, D2 PAM, TRHR ag, RXFP1 ag
O=C(CN1CCCCC1)N/N=C/c1cccc(Cl)c1
→ -6%, -9, 2, 1, 7, 9, -8, 1.5, 1.1%
Cc1cc(SCC(N)=O)nc(SCC(=O)c2ccccc2)n1
→ -5%, 1, -4, 8, -12, -5, -3, -2.2, 1.0%
COC(=O)c1c(F)c(F)c(N2CCOCC2)c(F)c1F
→ -11%, 0, -6, 3, 13, -4, 1, 1.1, 0.7%
O=C1[C@@H]2CSC(c3ccc(C(F)(F)F)cc3)N2C(=O)N1c1ccccc1 (stereo not given in full)
→ -9%, 2, 3, 1, ., 17, -2, 1.2, 25%
Cn1cc(S(=O)(=O)Nc2ccc(Oc3ccccc3)cc2)c(=O)n(C)c1=O
→ -13%, 18, 6, 1, 6, 5, 10, 0.4, 0.0%
O=C(C1CCN(c2nnc(-n3cccc3)s2)CC1)N1CCc2ccccc2C1
→ -16%, 2, -8, 0, ., -2, 0, -0.5, -1.9%
O=c1[nH]cc(S(=O)(=O)NCc2ccccc2)c(=O)[nH]1
→ -2%, 15, -5, 1, -7, -7, 3, 1.0, -1.1%
COCCNC(=O)C(OC(=O)c1nsc(Cl)c1Cl)C(C)C (stereo not given)
→ -7%, -10, -7, 1, 9, 22, 4, -1.2, 18µM*
CN1C(=O)c2ccccc2Sc2ccc(NC(=O)Nc3ccccc3F)cc21
→ -16%, -4, 4, 0, 4, 4, 5, -0.6, -1.9%
COc1ccc(C(=O)Cn2c(N3CCOCC3)nc3c2c(=O)n(C)c(=O)n3C)cc1
→ -9%, 1, 4, 2, ., -1, 13, 0.1, 3.5%
Cc1ccccc1OCC(=O)NC(Cc1c[nH]c2ccccc12)C(=O)O (stereo not given)
→ -1%, -3, -8, 0, -13, -5, -2, 0.5, 0.6%
O=C(CCc1nnc2n(Cc3ccccc3Cl)c(=O)c3ccccc3n12)Nc1ccc(F)cc1
→ 3%, -5, -4, 0, -10, -12, -9, -0.1, -0.3%
COC(=O)C(NC(=O)c1c(C)nn(C)c1Cl)c1ccccc1 (stereo not given)
→ 3%, 0, 17, 4, -7, -18, 9, 0.0, -1.2%
COc1ccccc1N(C)S(=O)(=O)c1ccc(Cl)c(C(=O)NNC(=O)c2ccccc2O)c1
→ -11%, 21, 0, 0, -2, 8, -2, -0.2, 1.9%
CCOC(=O)N1CCN(c2c(-c3ccc(C)c(C)c3)c(=O)c2=O)CC1
→ 3%, -3, -1, -1, -4, 10, 12, -0.5, -0.2%
COc1ccc(C2SCC(=O)N2CCCN(C)C)cc1 (stereo not given)
→ -5%, 0, 1, -2, 6, 4, 5, -0.9, -1.2%
O=C(O)Cc1c(-c2ccccc2)c2cc(Br)ccc2[nH]c1=O
→ -2%, 3, 2, 4, 13, 10, 5, -0.6, -1.3%
Cc1ccc(OC(=O)C(F)(F)F)c2c1NCCC2
→ 3%, -4, 34*, 0, 8, -22, 0, -0.1, 1.3%
COC(=O)C/C=C/[C@@H](C)[C@@H](/C=N/OC[C@H]1O[C@H](c2ccccc2)C=C[C@@H]1Oc1ccc(OC)cc1)OC
→ 9%, -4, -7, 12, ., -21, -2, 1.8, 4.8%
Cc1ccc(C(=O)NC(=S)Nc2ccc3c(c2)OCCO3)c(C)c1
→ -10%, -5, -6, 7, -8, -15, 1, -0.4, -2.8%
COc1cccc(-c2nc(CS(=O)(=O)CC(=O)NCCc3ccccc3)c(C)o2)c1
→ -2%, -2, 0, 15, 11, 3, -8, -0.4, -1.2%
CN(CC(=O)Nc1ccc(F)cc1)C(=O)c1cn(-c2ccccc2)nc1-c1cccs1
→ ., 5, -3, -1, 10, 1, -6, -0.5, 3.4%
CCc1nnc(NC(=O)c2c(C)nn(-c3ccccc3)c2Cl)s1
→ -11%, -4, -5, 2, -2, -9, 2, 0.0, -0.2%
O=C(COC(=O)CNC(=O)C1CCCCC1)Nc1ccc(Cl)cn1
→ ?, 2, 0, 4, -9, -18, -6, 0.3, 0.9%
COc1ccc(OC)c(C(=O)COC(=O)c2ccc(C)o2)c1
→ -23%, 12, 4, 0, -17, 9, 17, -0.7, 0.9%
COc1ccc(OC)c(CN2CCCC(C(=O)c3ccccc3SC)C2)c1 (stereo not given)
→ -12%, -1, -4, 9, ?, -13, -18, 1.4, -1.0%
Cc1cc(C)n2c(SCCO)nnc2n1
→ 9%, 3, -3, 2, -5, -6, 10, 0.7, -1.8%
O=C(CCc1nc2ccccc2s1)c1ccccc1
→ -1%, -3, -4, 1, ., 11, -5, -1.1, 0.3%
COc1ccc(C)cc1N(CC(=O)Nc1cccnc1)S(=O)(=O)c1ccc(C)cc1
→ -9%, 30, -3, 1, 9, 1, -7, -0.7, 0.3%
Cc1ccc(S(=O)(=O)c2cc3c(=O)n4ccccc4nc3n(CC3CCCO3)c2=N)cc1C (stereo not given)
→ 59%[activator], 1, -8, 2, -10, -5, 1, 0.3, -0.5%
O=C(Nc1ccc2oc(-c3ccccc3)nc2c1)c1cccs1
→ -9%, 5, -1, 13, -1, -9, -10, 1.4, 0.7%
Cc1cccc(-c2nnc(-c3ccc(N)cc3)o2)c1
→ 52%[activator], 4, 6, 4, -14, 10, 4, -1.0, 14%
CSc1nc(-c2ccccc2F)c(C#N)c(=O)n1C
→ -15%, -2, -6, 1, ., -9, 1, -0.5, 4.5%
CCOc1ccc(NC(=O)Cn2cc(C(=O)c3ccc(OC)cc3)c(=O)c3cc4c(cc32)OCO4)cc1
→ 4%, 0, 2, 3, ., -7, ., 0.3, ?
CC1CCCC(NC(=O)CSc2ncccn2)C1C (stereo not given)
→ ., 3, -3, 0, 8, 4, -4, 1.1, -0.2%
COc1ccc(N=C2NN=C(c3c(C)[nH]c4ccccc34)CS2)cc1
→ -6%, 1, 1, 0, -15, -8, 7, -0.6, 3.5%
Cc1ccc(Cl)cc1NC(=O)CN1C=NS(=O)(=O)c2ccccc21
→ 6%, -1, 0, 1, 0, 7, -33, 0.2, 0.7%
Cc1ccc(S(=O)(=O)N2CCOCC2)cc1NC(=O)CSc1nnc(N)s1
→ -1%, 2, 11, 3, 15, 2, 3, 0.2, 16%
COc1ccc(NC(=O)C2CCCN(c3ncccn3)C2)cc1 (stereo not given)
→ 12%, 5, ., 6, -7, 0, -4, 0.2, 4.1%
CS(=O)(=O)c1ccc(Cl)c(NC(=O)COC(=O)/C=C/c2cnc3ccccc3n2)c1
→ -6%, 7, 0, 1, 3, -7, -6, 0.0, 9.6%
CC(=O)OC1c2ccccc2C(=O)N1Cc1ccccc1 (stereo not given)
→ -20%, 17, ., 3, -1, -8, -5, 0.2, -0.7%
Cc1c(NC(=O)c2cc3ccccc3oc2=O)c(=O)n(-c2ccccc2)n1C
→ -2%, 10, 2, 0, -10, 36, -4, 0.8, 0.4%
O=C(Nc1ccccc1C(=O)N1CCCCCC1)c1cccc([N+](=O)[O-])c1
→ -10%, 4, 13, -1, 0, -18, -14, -0.7, -4.3%
COc1ccc(NC(=O)c2ccccc2N(Cc2ccccc2)S(C)(=O)=O)c(OC)c1
→ -23%, -2, -4, 8, 2, 25, 13, -1.4, 0.8%
O=C(c1cc(-c2ccncc2)nc2ccccc12)N1CCN(c2ccccc2O)CC1
→ -23%, 10, 6, 2, -3, -9, 2, 0.2, 0.4%

# Whole records from above. Screens in order: Anesthetic bind	TRHR enhancer	D1 PAM	D1 ag	RXFP1 antag	D1 antag	D2 PAM	TRHR ag	RXFP1 ag
# O=C(Nc1ccc2oc(-c3ccccc3)nc2c1)c1cccs1 as listed: -9%	5	-1	13	-1	-9	-10	1.4	0.7%
# CS(=O)(=O)c1ccc(Cl)c(NC(=O)COC(=O)/C=C/c2cnc3ccccc3n2)c1 as listed: -6%	7	0	1	3	-7	-6	0.0	9.6%
# CC1CCCC(NC(=O)CSc2ncccn2)C1C (stereo not given) as listed: .	3	-3	0	8	4	-4	1.1	-0.2%
# Cc1ccc(Cl)cc1NC(=O)CN1C=NS(=O)(=O)c2ccccc21 as listed: 6%	-1	0	1	0	7	-33	0.2	0.7%
# CSc1nc(-c2ccccc2F)c(C#N)c(=O)n1C as listed: -15%	-2	-6	1	.	-9	1	-0.5	4.5%

# Returning to the listing, repeating the 4 entries before the break.
# Every second line gives: Anesthetic bind, TRHR enhancer, D1 PAM, D1 ag, RXFP1 antag, D1 antag, D2 PAM, TRHR ag, RXFP1 ag
Cc1c(NC(=O)c2cc3ccccc3oc2=O)c(=O)n(-c2ccccc2)n1C
→ -2%, 10, 2, 0, -10, 36, -4, 0.8, 0.4%
O=C(Nc1ccccc1C(=O)N1CCCCCC1)c1cccc([N+](=O)[O-])c1
→ -10%, 4, 13, -1, 0, -18, -14, -0.7, -4.3%
COc1ccc(NC(=O)c2ccccc2N(Cc2ccccc2)S(C)(=O)=O)c(OC)c1
→ -23%, -2, -4, 8, 2, 25, 13, -1.4, 0.8%
O=C(c1cc(-c2ccncc2)nc2ccccc12)N1CCN(c2ccccc2O)CC1
→ -23%, 10, 6, 2, -3, -9, 2, 0.2, 0.4%
COc1ccc(OC)c(CNC(=O)C2CCN(S(=O)(=O)N3CCCCC3)CC2)c1
→ -12%&6%, -1&-4, 2&4, 4&-2, -10&-6, -10&-4, -2, -0.4&-0.6, -0.1%&1.7%
COc1ccc(OCC(=O)NCCS(=O)(=O)N2CCN(c3cccc(Cl)c3)CC2)cc1
→ -3%, 0, -3, 6, -2, -7, -5, 0.2, -1.7%
O=C(COc1ccc(Br)cc1)Nc1ccc([N+](=O)[O-])cn1
→ -10%, -7, -2, 1, -12, -14, -16, -0.7, 8.1%
CCn1cnc2c1c(=O)n(CC(=O)N1CCc3ccccc31)c(=O)n2Cc1ccccc1
→ -18%, 1, -4, 3, 20, -6, 0, -0.2, -1.5%

# Screens: PubChem, National Center for Advancing Translational Sciences (NCATS)
